Assay outcomes from PubChem BioAssay.
N370S GC – qHTS Assay for Inhibitors and Activators of N370S glucocerebrosidase as a Potential Chaperone Treatment of Gaucher Disease. Lysosomal acid glucosylceramidase (Homo sapiens), P04062. N370S GC spleen homogenate, 4MU-glucoside fluorescence. Potency, µM (series often up to 59.4 µM), for the others: top-dose activity change, negative = inhibition, usual class: inhibitors. 330,000 tested, 0.092% active;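 also: 0% = full enzyme activity and -100% = no enzyme basal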
DT40 TDP1 no CPT – qHTS for Inhibitors of human tyrosyl-DNA phosphodiesterase 1 (TDP1): qHTS in cells in absence of CPT. Potency, µM (highest dose often 46.2 µM), inactives show top-dose activity change, negative = growth inhibition, usual class: inhibitors. 420,000 tested, 15% active. DT40 Tdp1-/- hTDP1 cells, no CPT, ATP luminescence, 48 h. AID 686978, 2013; also: nearly all actives have a fitted effect of over 55% in size
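Cells were dispensed at 400 per well, compounds added by pin tool, plates incubated ≥48 hr at 37 °C, then CellTiter-Glo added for 30 min at room temperature before luminescence reading. Line: DT40 Tdp1-/- complemented with hTDP1; camptothecin omitted.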
TDP1 block – qHTS Assay for Inhibitors of Tyrosyl-DNA Phosphodiesterase (TDP1); recombinant TDP1, AlphaScreen DNA substrate cleavage; Potency, µM (top dose mostly 130 µM), for inactives: at the top dose activity change, negative = inhibition, usual class: inhibitors; 350,000 tested, 0.28% active; AID 485290, 2010; also: nearly all actives have a fitted effect of over 40% in size
Target sequence (Q9NUW8 whole entry, looked up): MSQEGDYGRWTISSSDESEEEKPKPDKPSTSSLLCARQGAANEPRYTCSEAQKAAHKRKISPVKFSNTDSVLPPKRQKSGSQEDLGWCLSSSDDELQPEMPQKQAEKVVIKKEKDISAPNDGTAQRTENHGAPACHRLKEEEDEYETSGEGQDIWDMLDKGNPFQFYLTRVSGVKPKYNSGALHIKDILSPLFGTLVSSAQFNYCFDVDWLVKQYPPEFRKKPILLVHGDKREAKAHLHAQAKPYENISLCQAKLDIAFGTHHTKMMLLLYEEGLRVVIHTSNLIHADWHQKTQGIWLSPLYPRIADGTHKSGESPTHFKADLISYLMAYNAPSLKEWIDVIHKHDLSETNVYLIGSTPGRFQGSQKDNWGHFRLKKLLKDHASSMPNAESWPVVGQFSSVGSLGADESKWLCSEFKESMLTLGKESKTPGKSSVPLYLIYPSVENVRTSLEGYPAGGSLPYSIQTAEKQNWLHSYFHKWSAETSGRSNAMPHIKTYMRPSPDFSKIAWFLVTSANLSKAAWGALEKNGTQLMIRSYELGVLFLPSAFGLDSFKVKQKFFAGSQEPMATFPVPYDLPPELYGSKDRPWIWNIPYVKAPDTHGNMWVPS
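Recombinant E. coli-expressed Tdp1 (1 nM) preincubated with compound 15 min at RT, then 5'-biotin/3'-phosphotyrosine-FITC DNA substrate (15 nM) added for 5 min. AlphaScreen beads (10 ug/ml) added, 10 min RT; tyrosine-FITC cleavage read as signal loss.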
Starred values were filed as active, the others as inactive; ? = inconclusive; nt = not tested or not shown; & = joins results of further samples; [ ] = another dose, or the depositor's remark. Calls follow the shape of the dose curve; as a rule, active = well fitted curve in the direction sought with a large enough effect; inconclusive = small, poorly fitted or top-dose-only effect, or another doubt; inactive = no such curve, though single readings can be large; an effect the other way counts as inactive or inconclusive. Unless noted, % is scaled to controls: 0 for no effect and ±100 for the full control effect; potency is read from the fitted curve at half-maximal effect.

SMILES	N370S GC	DT40 TDP1 no CPT	TDP1 block
O=C(COc1cc(F)ccc1[N+](=O)[O-])Nc1ccc(N2CCOCC2)cc1	22%	0%	5%
CCn1c(SCC(=O)N2CCN(C)CC2)nc2c1c(=O)n(C)c(=O)n2C	-1%	-10%	nt
COc1cccc(C(O)Cc2nc3ccccc3n2C)c1OC (stereo not drawn)	1%	-15%	5%
CCC(C(=O)Nc1cc(Cl)c(OC)cc1OC)c1ccccc1 (stereo not drawn)	15%	?	4%
CCOC(=O)C(C)n1cnc2c(oc3ccccc32)c1=O (stereo not drawn)	11%	-10%	1%
Cc1c(NC(=O)CSc2nc3c(cnn3-c3ccccc3)c(=O)[nH]2)c(=O)n(-c2ccccc2)n1C	-8%	5%	3%
Cc1ccc(NC(=O)CCc2nc3cccnc3n2-c2ccccc2)cc1	nt	?	6%
Cc1ccc(CNC(=O)CO/N=C/c2ccc(C(C)(C)C)cc2)cc1	3%	?	-1%
Cc1ncc(N=Nc2ccccc2Cl)c(-c2ccccc2)n1	-4%	?	12%
CC(C)(C)NC(=O)CN(Cc1ccco1)C(=O)CCC(=O)Nc1nccs1	-2%	-2%	9%
CC(=O)Nc1ccc(S(=O)(=O)N2C(C)CCCC2C)cc1 (stereo not drawn)	-6%	?	nt
O=C(OCC#CCSc1nnc(-c2ccc(Br)cc2)o1)c1cccs1	5%	?	-3%

Random excerpt: 6 records from the list.
SMILES	N370S GC	DT40 TDP1 no CPT	TDP1 block
CC(C)(C)NC(=O)CN(Cc1ccco1)C(=O)CCC(=O)Nc1nccs1	-2%	-2%	9%
Cc1ccc(CNC(=O)CO/N=C/c2ccc(C(C)(C)C)cc2)cc1	3%	?	-1%
Cc1ncc(N=Nc2ccccc2Cl)c(-c2ccccc2)n1	-4%	?	12%
Cc1c(NC(=O)CSc2nc3c(cnn3-c3ccccc3)c(=O)[nH]2)c(=O)n(-c2ccccc2)n1C	-8%	5%	3%
Cc1ccc(NC(=O)CCc2nc3cccnc3n2-c2ccccc2)cc1	nt	?	6%
COc1cccc(C(O)Cc2nc3ccccc3n2C)c1OC (stereo not drawn)	1%	-15%	5%

(continued)
SMILES	N370S GC	DT40 TDP1 no CPT	TDP1 block
CC(C)CN1CCC2(CC1)CCN(C(=O)c1csnn1)CC2	7%	?	nt
CC1CCc2c(sc(NC(=O)COC(=O)C3CCCO3)c2C#N)C1 (stereo not drawn)	9%	-4%	6%
O=C(COc1ccc(F)cc1)N(Cc1cccs1)C1CCS(=O)(=O)C1 (stereo not drawn)	-1%	-26%	nt
O=C(O)c1ccc(/C=N/NC(=S)NCc2ccccc2)cc1	-7%	4%	-2%
CCCCN(CC)Cc1c(C)[nH]c2c(ccc3ccccc32)c1=O	-29%	?	nt
O=P(O)(CCCP(=O)(O)CCc1ccccc1)CCc1ccccc1	0%	-10%	-3%
CN(C/C=C/C#CC(C)(C)C)Cc1cccc2ccccc12	-7%&-1%	?	-2%&1%
CCOc1ccc(C2/C(=C(\O)c3cccc(OC)c3)C(=O)C(=O)N2c2cc(C)on2)cc1OC (stereo not drawn)	-1%	1%	2%
COc1ccc(Cn2c(-c3ccc(C)cc3)c[n+]3ccccc23)cc1	-2%	0.92µM*	5%
Cc1ccc(/C=C/C(=O)N2CCN(S(=O)(=O)c3c(C)c(C)cc(C)c3C)CC2)o1	1%	15µM*	6%
Cc1cc2oc(=O)cc(CN3CCN(C/C=C/c4ccccc4)CC3)c2cc1O	8%[2.35 µM]	nt	-1%
Cc1c(Br)c([N+](=O)[O-])nn1CC(=O)N1CCCc2ccccc21	5%	2%	2%

An excerpt of the results above:
SMILES	N370S GC	DT40 TDP1 no CPT	TDP1 block
CC(C)CN1CCC2(CC1)CCN(C(=O)c1csnn1)CC2	7%	?	nt
CC1CCc2c(sc(NC(=O)COC(=O)C3CCCO3)c2C#N)C1 (stereo not drawn)	9%	-4%	6%
O=C(COc1ccc(F)cc1)N(Cc1cccs1)C1CCS(=O)(=O)C1 (stereo not drawn)	-1%	-26%	nt
O=C(O)c1ccc(/C=N/NC(=S)NCc2ccccc2)cc1	-7%	4%	-2%

Following part
SMILES	N370S GC	DT40 TDP1 no CPT	TDP1 block
O=C(CCNS(=O)(=O)c1cccc2nonc12)N1CCN(c2cccc(Cl)c2)CC1	-9%	12µM*	-2%
O=C(CCN1C(=O)c2ccccc2C1=O)NC1=NCCS1	4%	-10%	2%
O=C(CNc1ccccc1)c1ccc([N+](=O)[O-])cc1	-5%	16µM*	8%
O=C(c1ccco1)N1CCN(C(=O)c2cnn3c(C(F)(F)F)cc(-c4cccs4)nc23)CC1	-19%	?	9%
OCC1CCCC(n2cnc3c(=S)nc[nH]c32)O1 (stereo not drawn)	-3%	4%	?
CCOC(=O)C1CCCN(C(=O)C2CCCN(S(C)(=O)=O)C2)C1 (stereo not drawn)	8%	0%	6%
COC(=O)c1sccc1NC(=O)/C=C\c1ccc(Cl)cc1Cl	nt	?	-4%
COc1ccccc1CNc1n[nH]c(NCc2ccccc2OC)n1	-2%	-40%	9%
CCCCn1c(N)c(Br)c(=O)[nH]c1=O	-1%	0%	4%
Cc1c(CCOC(=O)c2ccc(N3CCOCC3)c([N+](=O)[O-])c2)sc[n+]1CC#N	-15%	2.6µM*	2%
CSc1cccc(NC(=O)c2cnn3ccccc23)c1	0%	-16%	5%
CCC(NC(=O)c1ccccc1NC(=O)c1ccco1)C(=O)NNC(=O)c1ccc(OC)cc1 (stereo not drawn)	0%	-46%	3%

Compound profiles, as listed above. Order of values: N370S GC	DT40 TDP1 no CPT	TDP1 block
Cc1c(CCOC(=O)c2ccc(N3CCOCC3)c([N+](=O)[O-])c2)sc[n+]1CC#N in the list: -15%	2.6µM*	2%
O=C(CCN1C(=O)c2ccccc2C1=O)NC1=NCCS1 in the list: 4%	-10%	2%
CSc1cccc(NC(=O)c2cnn3ccccc23)c1 in the list: 0%	-16%	5%
COc1ccccc1CNc1n[nH]c(NCc2ccccc2OC)n1 in the list: -2%	-40%	9%

Additional entries follow.
SMILES	N370S GC	DT40 TDP1 no CPT	TDP1 block
C/C(=N\NC(=O)COc1ccc([N+](=O)[O-])cc1)C(C)(C)C	-10%	-10%	6%
Cc1ccccc1N1CCN(CC(=O)Nc2nccs2)CC1	-1%	-1%	4%
COc1ccc(Sc2nnc(-c3ccccc3)cc2C#N)cc1	14%	1%	4%
COc1ccc(S(=O)(=O)Nc2ccc3c(c2)C(=O)N([C@H](C)CO)C[C@H](C)[C@@H](CN(C)S(=O)(=O)c2cccs2)O3)cc1	nt	?	2%
Cc1ccc(OCCSc2nc3ncnc(N)c3[nH]2)cc1	1%	?	9%
COc1cccc(-c2nc(CS(=O)(=O)CC(=O)NCCc3ccccc3)c(C)o2)c1	0%	-17%	-7%
O=C(CSc1nnc2sc3ccccc3n12)NCc1ccco1	3%	13µM*	9%
O=C(NCCCN1CCOCC1)c1nn2c(C(F)(F)F)cc(-c3ccco3)nc2c1Cl	0%	-27%	nt
NS(=O)(=O)c1ccc(NC(=O)COC(=O)CCC2CCCCC2)cc1	-9%	-2%	1%
CCOc1ccc(-n2c(=O)cc(N3CCN(c4ccccc4)CC3)[nH]c2=O)cc1	2%	-12%	3%
N#Cc1cnc(NOCc2ccc(Cl)cc2)nc1	7%	-4%	9%
Cc1ccc(Nc2nc(CSc3n[nH]c(N)n3)cs2)cc1	-5%	5%	2%
CCN(CC)CCCNC(=O)C(C)n1nc(C)c2sc3ccccc3c2c1=O (stereo not drawn)	nt	-17%	0%
Cc1[nH]c2ccc(-c3nnc(SCC(=O)c4ccccc4F)o3)cc2c1C	2%	18µM*	5%
COc1ccc(C(=O)Nc2cc(C)cc(C)c2)cc1S(=O)(=O)N1CCOCC1	-11%	4%	7%
O=C(COc1ccc(Cl)cc1Br)NCC(c1ccco1)N1CCCC1 (stereo not drawn)	nt	18µM*	5%
C/C=C/C=N/Nc1nc(C)cc(=O)[nH]1	13%	19%	-5%
CCOc1ccc(-c2cn3c(n2)sc2cc(C(=O)NCCCN4CCCCCC4)ccc23)cc1	nt	6.5µM*	3%
COc1ccc(OC)c(N2CC(O)(c3ccccc3)[N+]3=C2SCCC3)c1 (stereo not drawn)	1%	?	5%
O=C(Cn1ccc2cc(S(=O)(=O)N3CCCCC3)ccc21)NCCc1ccc(Cl)cc1	nt	?	3%
COc1cccc(CN2CC(C(=O)NCCCCc3ccccn3)CCC2=O)c1 (stereo not drawn)	1%	11%	3%
O=C(C[n+]1ccncc1)c1ccccc1	-6%	-13%	nt
COn1c(=O)c(-c2cccc(Br)c2)[n+]([O-])c2ccccc21	-17%	14%	2%
Cc1ccc(C)n1-c1ccccc1N1CCCCC1	-11%	?	-2%
O=C(CN1C(=O)c2ccccc2C1=O)OCC(=O)N1CCN(c2ccccc2)CC1	1%	-1%	-1%
CCNc1nc(NCC)n2c(SCC(=O)Nc3ccc(F)cc3[N+](=O)[O-])nnc2n1	-4%	-11%	5%
CCc1ccc2[nH]c(=O)c(CN(CCN(C)C)C(=O)Nc3ccccc3OC)cc2c1	-26%	?	4%
Cc1csc2ncc(C(=O)Nc3ccc(C(F)(F)F)cc3)c(=O)n12	?	?	1%
Cc1cccc(-n2c3nc(=O)n(C)c(=O)c-3cc3c(C)nn(-c4ccccc4)c32)c1C	nt	0%	2%
CSc1ccc(CN(C)C(=O)CNC(=O)c2sc3ccccc3c2Cl)cc1	4%	?	0%
Cc1ccc2c(=O)c(C(=O)c3ccc(F)cc3)cn(CC(=O)NCc3ccccc3Cl)c2n1	nt	-7%	6%
Cc1cc(NC(=O)CSc2nncn2N)no1	-18%	-3%	3%
O=C(Oc1cc2oc(=O)c3c(c2cc1Cl)CCCC3)c1ccco1	?	-17%	0%
CC1CN(c2ncnc3c2cnn3-c2ccc(Cl)cc2)CC(C)O1 (stereo not drawn)	5%	?	1%
COc1c(Cl)cc(C(=O)N(Cc2ccc(C)o2)C2CCS(=O)(=O)C2)cc1Cl (stereo not drawn)	nt	23µM*	9%
Clc1cccc(CSc2nccn2-c2ccccc2)c1	11%	?	12%
COc1ccc(CNC(=O)[C@H](C)NC(=O)C2CC(=O)N(c3ccc4c(c3)OCO4)C2)cc1 (stereo partly drawn)	0%	22%	3%
O=C(O)C1C2C=CC(C2)C1C(=O)Nc1ccc2c(c1)OCCO2 (stereo not drawn)	8%	4%	-5%
Cc1ccc(Nc2nc(CSc3nnnn3-c3ccccc3)cs2)cc1	30%	18µM*	7%
Cc1c(C)n(Cc2ccc(F)cc2)c2ccc(C(=O)NCCN3CCOCC3)cc12	14µM*	16µM*	8%
CCNC(=O)CSc1nc2sccc2c(=O)n1-c1ccccc1	-1%	9%	nt
CCOc1ccc(N(CC(=O)Nc2c(C)cccc2C)S(=O)(=O)c2c(C)[nH]c(=O)[nH]c2=O)cc1	4.5µM*	-17%	4%
Cc1cc(CNC(=O)C2(C(F)(F)F)C/C(=C\CCO)CCCO2)nn1C (stereo not drawn)	-12%	-2%	9%
Cc1ccc(C(=O)Nc2ccccc2C(=O)N2CCCC(C)C2)cc1 (stereo not drawn)	0%	-5%	1%
O=C(COc1cccc(C(F)(F)F)c1)N1CCN(c2ccc(O)cc2)CC1	-14%	?	-3%
CCOc1ccc(S(=O)(=O)N2CCOCC2)cc1NC(=O)CSCC(=O)Nc1cccc(C)c1	-3%	-10%	4%
CN(NC(=O)c1ccccc1)c1nc2ccccc2nc1C(F)(F)F	4%	7.3µM*	3%
CCOC(=O)N1CCN(c2cc3[nH]c(=S)[nH]c3cc2F)CC1	3%	2%	3%
N#Cc1c(N)nc2c(c1N)CC(COc1ccccc1)O2 (stereo not drawn)	3%	0%	4%
Cc1ccc(S(=O)(=O)NCC2(c3ccccc3)CCN(C)CC2)cc1	-5%	12%	2%
Cc1ccccc1-n1ncc2c1CC(C)(C)CC2NC(=O)c1snnc1C (stereo not drawn)	-18%	26µM*	8%
O=C(Nc1ccccc1F)C1CCN(S(=O)(=O)c2cccc3nonc23)CC1	-5%	-14%	10%
COC(=O)c1ccc(NC(=O)C2CCCN2C(=O)Nc2cccc(C(C)=O)c2)cc1 (stereo not drawn)	1%	-24%	3%
Cc1cccc(C)c1OCC(=O)N=Nc1c(O)[nH]c2ccc(Br)cc12	5%	?	7%
CN1CCN(C(=O)C23CCC(C)(c4nc5ccccc5nc42)C3(C)C)CC1 (stereo not drawn)	-22%	0%	5%
COc1ccc(C)cc1Nc1nc2c(S(=O)(=O)c3cc(C)ccc3C)nnn2c2ccsc12	nt	-7%	5%
Cc1c(C(=O)N(C)CCc2cnn(C)c2)oc2c(F)cccc12	-1%	4%	3%
O=C(COc1ccc(Cl)c(Cl)c1)NC1CCS(=O)(=O)C1 (stereo not drawn)	nt	11%	1%[56.1 µM]

A portion of the library, so the mix of outcomes need not match the whole.
